Tcruzi prolif – inhibitors of T. cruzi proliferation. 77,000 tested, 5.9% active. T. cruzi beta-gal in NIH3T3, GalScreen luminescence, 90 h. inhibition, % at 8.34 µM;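 active means mean inhibition above about 93%, with at least 55% of replicates each passing it, limit read from the data, passing the limit was not always enough; inconclusive means only one of those two conditions holds; inactive means neither condition holds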
C diff growth – blocks growth of Clostridium difficile; 86,000 tested, 0.25% active; growth activity, negative = inhibition, % at 16 µg/mL (by protocol); Clostridium difficile clinical isolate growth, OD600, 24 h; active compounds read low; AID 1259249;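 active means mean growth activity at or below -80% and every replicate also at or below -80%; inconclusive means mean at or below -80% but some replicate above -80%; inactive means mean growth activity above -80%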;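 further: 0% = DMSO wells and -100% = levofloxacin 16 µg/mL wells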
GASC1 inh – KDM4C (human) demethylase inhibition; inhibition, % at 12.5 µM; GST-KDM4C 2-372, H3K9me3 peptide, LANCE TR-FRET; 96,000 tested, 0.15% active; Q9H3R0;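 active means mean replicate inhibition above about 25%, with at least 55% of replicates also reaching it, limit read from the data, passing the limit was not always enough; inconclusive means only one of those two conditions met; inactive means neither condition met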
Target sequence (Q9H3R0 2-372 limits assumed): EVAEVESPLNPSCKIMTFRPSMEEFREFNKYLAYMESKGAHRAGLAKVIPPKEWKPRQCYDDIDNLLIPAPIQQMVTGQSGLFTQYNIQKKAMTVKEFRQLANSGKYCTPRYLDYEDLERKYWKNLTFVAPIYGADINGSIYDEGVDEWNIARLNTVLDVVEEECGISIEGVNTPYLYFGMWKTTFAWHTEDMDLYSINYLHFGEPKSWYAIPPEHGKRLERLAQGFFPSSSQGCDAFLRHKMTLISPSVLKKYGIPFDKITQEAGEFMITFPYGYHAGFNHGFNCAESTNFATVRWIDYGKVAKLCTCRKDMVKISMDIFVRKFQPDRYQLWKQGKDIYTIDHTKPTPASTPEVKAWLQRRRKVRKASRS
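Test system – GST-tagged GASC-1 (JMJD2C) catalytic fragment, aa 2-372 · Medium – HEPES buffer, pH 7.5, plus ascorbate · Reagent – H3K9me3 peptide with Fe(II)/2OG · Compound – one test concentration per compound · Timing – 30 min reaction, 60 min detection, RT · Technique – TR-FRET with Eu antibody and ULight streptavidin, EDTA stop · Read-out basis – inhibition from TR-FRET ratio decrease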
Pf Dd2 inh – inhibitors of Plasmodium falciparum Dd2 growth. P. falciparum Dd2 growth, SYBR Green, 72 h; active compounds read low. activity change, % at 10 µM. 94,000 tested, 2.3% active. AID 1159554; in the data active means activity change below about -80%; inconclusive means no clear call, values can overlap the other calls
* marks the source's active call; other numbers are inactive results; ? = inconclusive; / = not tested or not shown; & = joins results of further samples; ! = not active in a repeat.

Molecule,C diff growth,GASC1 inh,Pf Dd2 inh,Tcruzi prolif
COC(=O)C[C@H]1C[C@@H]2c3cc(NC(=O)C4CCOCC4)ccc3O[C@@H]2[C@@H](CO)O1,-3.9,3.1,15.6,22.4
CO[C@@H]1CN(C)C(=O)c2cc(NS(=O)(=O)c3cn(C)cn3)ccc2OC[C@H](C)NC[C@@H]1C,-13.6,2.0,4.0,/
O=C(NC1CCCCC1)N[C@@H]1CC[C@@H](CC(=O)N2CCOCC2)O[C@H]1CO,-4.2,-0.2,-4.1,/
O=C(C[C@H]1C=C[C@@H](NC(=O)c2ccc3c(c2)OCO3)[C@@H](CO)O1)NCc1ccc(Oc2ccccc2)cc1,-8.8,0.4,43.1,/
COC(=O)N(C)C[C@@H]1OCc2cn(nn2)CCCC(=O)N([C@@H](C)CO)C[C@@H]1C,7.2,-1.2,-8.1,41.1
CCN(C[C@@H]1N[C@@H](CO)[C@@H]1c1ccc(C2=CCCC2)cc1)C(=O)c1ccncc1,3.1,9.2,-18.8,55.2
Cc1noc(C)c1NC(=O)N(C)C[C@H]1Oc2ccc(NC(=O)Nc3cccc4ccccc34)cc2CC(=O)N([C@@H](C)CO)C[C@H]1C,2.4,-0.4,8.6,-9.6
Cc1noc(C)c1NC(=O)N(C)C[C@H]1Oc2c(NS(=O)(=O)c3cccs3)cccc2C(=O)N([C@H](C)CO)C[C@@H]1C,/,-1.7,-11.3,6.2
COc1cccc(-c2ccc([C@H]3[C@H](CO)N4CCCCN(CC5CCOCC5)C[C@@H]34)cc2)c1,3.5,/,-13.2,91.3
COc1ccc(S(=O)(=O)Nc2ccc3c(c2)C(=O)N([C@H](C)CO)C[C@H](C)[C@H](CN(C)S(=O)(=O)c2ccccc2)O3)cc1,-3.6,-1.5,-51.8,-6.8
C[C@@H]1CCCCO[C@@H](CN(C)CC2CCCCC2)[C@H](C)CN([C@@H](C)CO)C(=O)c2cc(N(C)C)ccc2O1,16.8,0.4,-0.9,90.1
CCS(=O)(=O)N1CCCCN2[C@H](CO)[C@@H](c3ccc(-c4ccc(C#N)cc4)cc3)[C@H]2C1,3.9,-0.6,-5.7,19.0
CO[C@H]1CN(C)C(=O)c2cc(NC(=O)NC(C)C)ccc2OC[C@@H](C)N(C(=O)CC2CC2)C[C@H]1C,/,1.3,14.6,-27.1
O=C(C[C@@H]1CC[C@@H]2[C@H](COC[C@H](O)CN2C(=O)c2cccnc2)O1)NCC1CC1,-2.6&-5.2,-1.7,-46.1,/
COc1ccc(S(=O)(=O)Nc2ccc3c(c2)C(=O)N(C)C[C@H](OC)[C@H](C)CN[C@@H](C)CO3)cc1,-4.4,-0.5,0.6,-68.0
C[C@@H]1CN([C@H](C)CO)C(=O)Cc2cc(NC(=O)NC3CCCCC3)ccc2O[C@H]1CN(C)CC1CC1,-5.5,7.9,21.2,-16.8
CCCN(C)C[C@@H]1OCCCC[C@@H](C)Oc2ccc(NC(=O)c3ccccc3)cc2C(=O)N([C@H](C)CO)C[C@@H]1C,2.6,-1.2&-3.8,-83.0*!,28.4&48.1
O=C(Nc1ccc2c(c1)[C@@H]1C[C@H](CC(=O)N3CCc4ccccc4C3)O[C@H](CO)[C@@H]1O2)c1cccnc1,/,-0.4,-36.1,7.5
C[C@H]1CN([C@@H](C)CO)C(=O)c2cccc(NC(=O)Nc3ccc(F)cc3)c2O[C@H]1CN(C)Cc1ccccc1,6.5,-3.8,-31.9,-18.1
O=C1CN(S(=O)(=O)c2ccccc2)C[C@H]2[C@H](c3ccc(Br)cc3)[C@@H](CO)N12,48.9,1.1,-16.7,/
CN(C)C(=O)c1ccc(-c2ccc([C@@H]3[C@H](C#N)N(C(=O)C4CCC4)[C@H]3CO)cc2)cc1,5.5,0.5,4.0,41.3
COc1ccc2c3c(n(C)c2c1)[C@@H](CO)N(Cc1ccncc1)CC31CN(C(=O)C2CCCCC2)C1,-2.2,0.2,-9.7,/
CC(C)NC(=O)N(C)C[C@@H]1Oc2ccc(NS(=O)(=O)c3ccc(Cl)cc3)cc2CC(=O)N([C@@H](C)CO)C[C@H]1C,0.3,-2.1,1.0,34.4
C[C@@H]1CN([C@@H](C)CO)C(=O)c2cccc(NS(C)(=O)=O)c2O[C@H]1CN(C)Cc1ccc(C(=O)Nc2ccccc2N)cc1,-0.4,1.0,10.0,/
CO[C@H]1CN(C)C(=O)c2ccc(NC(=O)C3CC3)cc2OC[C@@H](C)N(Cc2ccc(F)cc2)C[C@@H]1C,/,5.0,/,43.6
COc1ccc(S(=O)(=O)Nc2cccc3c2O[C@@H](CN(C)Cc2ccc(-c4ccccc4)cc2)[C@H](C)CN([C@@H](C)CO)C3=O)cc1,5.9,-3.6,-43.9,64.8
O=C(C[C@@H]1C[C@H]2c3cc(NC(=O)C4CCOCC4)ccc3O[C@H]2[C@@H](CO)O1)NCC(F)(F)F,1.6,0.8,21.1,-36.7
CO[C@H]1CN(C)C(=O)c2cc(NC(=O)c3ccccc3)ccc2OC[C@@H](C)NC[C@@H]1C,/,1.9,15.0,8.2
C[C@@H]1CN([C@@H](C)CO)C(=O)c2cc(NS(=O)(=O)c3ccccc3)ccc2O[C@H]1CN(C)S(C)(=O)=O,-1.5,6.0,28.1,27.9
Cc1noc(C)c1S(=O)(=O)N(C)C[C@@H]1OCCCC[C@@H](C)Oc2ccc(NS(C)(=O)=O)cc2C(=O)N([C@H](C)CO)C[C@@H]1C,1.4,-0.7,45.2,-48.0

Pf Dd2 inh, what is marked active above.
canonical_smiles	C diff growth	GASC1 inh	Pf Dd2 inh
CCCN(C)C[C@@H]1OCCCC[C@@H](C)Oc2ccc(NC(=O)c3ccccc3)cc2C(=O)N([C@H](C)CO)C[C@@H]1C	2.6	-1.2&-3.8	-83.0*!

Additional results follow:
Molecule,C diff growth,GASC1 inh,Pf Dd2 inh,Tcruzi prolif
C[C@@H]1CN([C@H](C)CO)C(=O)CCCn2cc(nn2)CO[C@@H]1CN(C)C(=O)Nc1cccc(C(F)(F)F)c1,-0.6,-0.7,-3.8,51.0
C[C@H](CO)N1C[C@H](C)[C@@H](CN(C)Cc2ccc(Oc3ccccc3)cc2)Oc2c(NC(=O)NC3CCCCC3)cccc2C1=O,4.1,0.1,-19.2,?
CCS(=O)(=O)N1CCCCN2[C@H](C1)[C@@H](c1ccc(-c3ccccc3C)cc1)[C@@H]2CO,-11.4,-3.2,16.3,74.1
O=C(Nc1cccc(F)c1)N1CC(=O)N2[C@@H](CO)[C@@H](c3ccc(C#CC4CC4)cc3)[C@@H]2C1,-3.0,-1.0,17.0,/
CCCNC(=O)N(C)C[C@H]1Oc2ncc(C#CCc3ccccc3)cc2C(=O)N([C@H](C)CO)C[C@@H]1C,3.8,-1.1,-51.8,/
C[C@H](CO)N1C[C@H](C)[C@@H](CN(C)C(=O)NC2CCCC2)Oc2ncc(-c3ccccc3)cc2C1=O,5.1,0.8,-6.1,-11.8
CC(C)NC(=O)Nc1ccc2c(c1)C(=O)N([C@H](C)CO)C[C@@H](C)[C@H](CN(C)C(=O)Nc1ccc(C(F)(F)F)cc1)O2,-6.8,0.9,17.8,46.7
C[C@@H]1CCCCO[C@@H](CN(C)C)[C@@H](C)CN([C@@H](C)CO)C(=O)c2cc(NS(=O)(=O)c3ccccc3)ccc2O1,1.3,-1.3,2.4,31.7
CCCC(=O)N1CC2(C1)CN(C(=O)C1CCOCC1)[C@@H](CO)c1[nH]c3cc(OC)ccc3c12,2.2,0.1,17.7,/
C[C@@H]1CN([C@H](C)CO)C(=O)c2cc(NC(=O)CCC(F)(F)F)ccc2O[C@@H](C)CCCCO[C@H]1CN(C)Cc1ccc(C(=O)O)cc1,3.7,-1.0,34.0,0.8
C[C@H](CO)N1C[C@H](C)[C@@H](CN(C)Cc2ccncc2)Oc2ccc(NC(=O)Cc3ccccc3)cc2CC1=O,2.6,-0.4,-16.3,/
C[C@@H](NC(=O)[C@H]1[C@H](CO)[C@H]2Cn3c(ccc(-c4cccnc4)c3=O)[C@@H]1N2C)c1ccccc1,1.5,-1.2,8.5,4.3
COc1ccc2c3c([nH]c2c1)[C@H](CO)N(Cc1ccccc1F)CC31CCN(C(=O)C2CCC2)CC1,-1.8,-1.3,-24.6,/
CCC(=O)N1[C@@H](CO)[C@@H](c2ccccc2)C12CN(C(=O)NC1CCCC1)C2,0.1,0.6,0.9,/
COc1ccc(CN(C)C[C@H]2OCCCC[C@@H](C)Oc3ccc(NC(=O)Nc4ccc(F)cc4)cc3C(=O)N([C@@H](C)CO)C[C@@H]2C)cc1,10.9,/,-70.8,75.7
COc1ccc(S(=O)(=O)Nc2ccc3c(c2)[C@@H]2C[C@H](CC(=O)NCC4CC4)O[C@H](CO)[C@@H]2O3)cc1,/,-0.2,-4.2,-32.1
C[C@@H]1CN([C@H](C)CO)C(=O)Cc2cc(NC(=O)Nc3ccc4c(c3)OCO4)ccc2O[C@@H]1CN(C)Cc1ccc(-c2ccccc2)cc1,13.4,0.1,5.9,55.4
COc1ccc(CN(C)C[C@H]2Oc3ccc(NC(=O)Nc4ccc(OC)cc4)cc3CC(=O)N([C@H](C)CO)C[C@@H]2C)cc1,2.7,-1.2,-73.6,68.1
COCC(=O)Nc1ccc2c(c1)OC[C@H](C)N(Cc1cccnc1)C[C@H](C)[C@@H](OC)CN(C)C2=O,-1.5,/,4.2,/
O=C(C[C@H]1CC[C@H](NC(=O)C2CCOCC2)[C@@H](CO)O1)NCC1CCCCC1,2.5,6.3,1.0,2.5
CCCC#Cc1cnc2c(c1)C(=O)N([C@H](C)CO)C[C@H](C)[C@H](CN(C)C(=O)CCN1CCCCC1)O2,-0.9,-0.9,6.8,/
CNC(=O)C[C@H]1CC[C@H]2[C@H](COc3ccc(NC(=O)Nc4ccc(C)cc4)cc3C(=O)N2C)O1,25.1,3.5,-12.0,0.3
COCC(=O)Nc1ccc2c(c1)C(=O)N(C)C[C@H](OC)[C@@H](C)CN(C(=O)COC)[C@@H](C)CO2,0.6,0.3,/,-10.5
O=C(Nc1ccc2c(c1)OCO2)N[C@@H]1CC[C@@H](CCNC(=O)C2CCCCC2)O[C@@H]1CO,2.2,-0.1,23.2,/
OC[C@H]1[C@H](c2ccc(-c3ccccc3F)cc2)[C@H]2CN(Cc3ccncc3)CCCCN21,-12.7,3.2,9.6,87.6
O=C(c1cccc(F)c1)N1CC[C@@H]2[C@H]1c1cc(-c3ccc(F)cc3)ccc1N[C@@H]2CO,-1.8,1.2,2.6,82.4
C[C@@H]1CN([C@H](C)CO)C(=O)c2cc(NC(=O)NC3CCCCC3)ccc2O[C@H]1CN(C)C(=O)Nc1ccc(F)cc1,-3.1,0.1,8.2,28.2
CC(=O)N(C)C[C@@H]1Oc2cc(-c3cccnc3)ccc2S(=O)(=O)N([C@H](C)CO)C[C@@H]1C,/,0.9,24.4,-120.4
COc1ccc(S(=O)(=O)N(C)C[C@@H]2Oc3cc(-c4ccccc4OC)ccc3S(=O)(=O)N([C@H](C)CO)C[C@@H]2C)cc1,6.1,-0.5,-50.0,126.8*
COc1ccc2c3c([nH]c2c1)[C@@H](CO)N(C(C)=O)CC31CCN(C(=O)Nc2c(C)noc2C)CC1,2.2,0.8,5.6,/
COc1cccc(C(=O)Nc2ccc3c(c2)OC[C@H](C)NC[C@H](C)[C@H](OC)CN(C)C3=O)c1,/,-1.9,-6.1,0.6
C[C@@H]1CCCCO[C@H](CN(C)S(=O)(=O)c2ccc(F)cc2)[C@@H](C)CN([C@H](C)CO)C(=O)c2cc(NC(=O)C3CCCCC3)ccc2O1,-9.0,1.1,-47.7,25.4
C[C@H]1CN([C@@H](C)CO)S(=O)(=O)c2ccc(C#CC3CCCC3)cc2O[C@@H]1CN(C)C,-0.6,0.5,-69.4,99.9*
C/C=C/c1ccc2c(c1)O[C@@H](CN(C)C(=O)c1cccnc1)[C@H](C)CN([C@H](C)CO)S2(=O)=O,2.6,0.0,-3.5,23.4
Cc1noc(C)c1NC(=O)N(C)C[C@@H]1OCCCC[C@@H](C)Oc2ccc(NC(=O)CCC(F)(F)F)cc2C(=O)N([C@@H](C)CO)C[C@H]1C,-11.0,0.0,17.5,18.2
C[C@@H]1CN([C@@H](C)CO)C(=O)c2cc(C#Cc3ccccn3)cnc2O[C@@H]1CN(C)Cc1cncnc1,-0.6,-2.5,34.5,?
O=C(NCC[C@@H]1CC[C@H](NS(=O)(=O)c2cccc(F)c2)[C@H](CO)O1)C1CCC1,0.5,1.3,-8.1,/
COc1ccc(CN(C)C[C@H]2OCCCC[C@@H](C)Oc3ccc(NS(=O)(=O)c4c(C)noc4C)cc3C(=O)N([C@@H](C)CO)C[C@@H]2C)cc1,-2.6,0.6,-5.3,52.7
